Screening results as filed in PubChem BioAssay.
mHTT-CaM PPI inh: mHTT-calmodulin interaction abrogation; P42858; AlphaScreen His-mHTT/GST-CaM binding, luminescence; inhibition, % at 15 µM; 190,000 tested, 3.6% active;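 further: 0% = both proteins with DMSO and 100% = one protein alone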
Pf apPOL block: Pf-apPOL DNA polymerase inhibition; 210,000 tested, 0.25% active; Recombinant Pf-apPOL, molecular beacon fluorescence, 1.5 h; AID 1794808; inhibition, % at 10 µM
* marks the source's active call; other numbers are inactive results; / = not tested or not shown; & = joins results of further samples. No stated cut-off is given here; in the data, active means inhibition above about 50%; inactive means the rest.

Values in the order – mHTT-CaM PPI inh, Pf apPOL block
> Cc1nn(CC(=O)Nc2ccccc2C(F)(F)F)c(C)c1[N+](=O)[O-]
 : 1, 1
> CCn1cc(CCO)c2ccccc21
 : 3, /
> Oc1ccc(Br)cc1-c1nnc2ccc3ccccc3n12
 : 10, -12
> Cc1ccc(Cl)cc1N1CCN(C(=O)C2C3CC4OC(=O)C2C4C3)CC1 (stereo not drawn)
 : 15, -5
> CCc1ccc(C2C=C(c3ccc(Br)cc3)Nc3nnnn32)cc1 (stereo not drawn)
 : -2, -1
> COc1cc(CN2CCN(Cc3ccccc3F)CC2)cc(OC)c1OC
 : -2, 23
> Cc1ccc(S(=O)(=O)N(CC(=O)Nc2cccnc2)c2cccc(C)c2C)cc1
 : 18, -3
> O=C(NC1CC1)c1cccnc1N1CCCCC1
 : 3, 2
> COc1ccc(NC(=O)c2cnn3c(C(F)(F)F)cc(-c4ccc(OC)c(OC)c4)nc23)cc1
 : 2, 3
> CN(C)CCN1CCN(C2CN(Cc3cn(Cc4ccc(C(F)(F)F)cc4)nn3)S(=O)(=O)C2)CC1 (stereo not drawn)
 : 14, 0
> C=C1CN(CC(=O)OC)S(=O)(=O)c2ccccc21
 : 2, 1
> O=C(c1ccncc1)N1CCC2(C1)NCc1ccccc1NC2=NC1CCCC1 (stereo not drawn)
 : 6, -2
> COc1ncc(C(=O)Nc2ccc(F)cc2)c(C)n1
 : -8, -3
> CC(C)Cn1c(C(=O)NCc2ccccn2)cc2sccc21
 : 31, -1
> O=C(NN1CCOCC1)c1ccc([N+](=O)[O-])cc1
 : 1, -1
> COc1ccc(OC)c(-c2cn3ccn(-c4ccc(F)c(F)c4)c(=O)c3n2)c1
 : 21, 2
> CC(C)c1nc(N2CCCC2=O)sc1C(=O)N1CCN(c2ccc(F)cc2)CC1
 : 32, -1
> CC1(C)CC(=O)c2sc(NC(=O)c3cccc(S(C)(=O)=O)c3)nc2C1
 : -19, 0
> Cc1cccc(C(=O)Nc2nnc(C3CC(=O)N(c4ccc(F)cc4)C3)o2)c1 (stereo not drawn)
 : 0, -1
> COc1ccc(N2CC(C(=O)Nc3cccc(OC)c3)CC2=O)cc1 (stereo not drawn)
 : 0, 6

The last 2 records of the part before are carried over, then new ones follow:
Values in the order – mHTT-CaM PPI inh, Pf apPOL block
> Cc1cccc(C(=O)Nc2nnc(C3CC(=O)N(c4ccc(F)cc4)C3)o2)c1 (stereo not drawn)
 : 0, -1
> COc1ccc(N2CC(C(=O)Nc3cccc(OC)c3)CC2=O)cc1 (stereo not drawn)
 : 0, 6
> Cc1nn(-c2ccccc2)nc1C(=O)c1c(C)[nH]n(-c2ccccc2)c1=O
 : /, -1
> Cn1c(C2CCN(S(=O)(=O)c3ccc(C4CCCCC4)cc3)C2)nc2cccnc21 (stereo not drawn)
 : -3, -3
> CCOc1ccc(CC(=O)N2CC3CC2CC3NC(=O)c2ccccc2)cc1 (stereo not drawn)
 : 5, -3
> O=C(NCC1CC1)C1CCN(c2ncccc2-c2nc(-c3ccc(Cl)cc3)no2)CC1
 : -18, -5
> CCC(C)NC(=O)c1cnn2c(C(F)(F)F)cc(-c3ccccc3)nc12 (stereo not drawn)
 : 23, -12
> CCOCCCNC(=O)c1c[nH]c2ccc(S(=O)(=O)Nc3ccccc3F)cc2c1=O
 : 8, -1
> Cn1c(=O)c2c(nc(N3CCNCC3)n2CC(=O)c2ccc(Cl)cc2)n(C)c1=O
 : 4, 1
> NCCCN1CCc2ccccc21
 : 39, /
> Cc1oc2c(CN3CCCC3)c(O)ccc2c(=O)c1-c1ccc(Br)cc1
 : 4&1, -68&-30
> O=C(CSc1ccc(F)cc1)Nc1ccc2c(c1)CC(=O)N2
 : -3, -5
> CCOC(=O)N1CCc2nn(CC(=O)Nc3ccccc3C(C)C)c(=O)cc2C1
 : 3, -4
> N#CCSc1nc2ccccc2c(=O)n1CCCn1c(SCC#N)nc2ccccc2c1=O
 : 3, 1
> CC(C)Cn1c(=O)c(N2CCN(C(=O)NCc3ccccc3)CC2)nc2ccncc21
 : -4, -5
> O=C(c1cccnc1Oc1ccc(Cl)cc1)N1CCN(C2c3ccccc3-c3ccccc32)CC1
 : /, 1
> CCN(CC)CCNc1nc2c(c(=O)n(C)c(=O)n2C)n1Cc1c(Cl)cccc1Cl
 : -3, 1
> O=C(CC1Sc2ccccc2NC1=O)NC1CC2CCC1C2 (stereo not drawn)
 : -3, -6
> COc1c(C(=O)NCc2ccc(C)o2)sc2ccc(Cl)cc12
 : -9, -3
> Cc1cn2c(nc1=O)OC1C(O)C(CO)OC12 (stereo not drawn)
 : -5, /
> Cc1cccc(-c2nnc(C)c(N3CCN(C)CC3)n2)c1
 : 0, 0
> CNC(=O)C1CCc2nc(N3CCN(C(C)=O)CC3)sc2C1 (stereo not drawn)
 : -2, 0
> CC1C(=O)N2CCCc3cc(NC(=O)C(=O)NC4CC4)cc1c32 (stereo not drawn)
 : 1, -8
> O=C(Cn1cnc2c(-c3ccccc3)csc2c1=O)Nc1ccc(Cl)cc1
 : -7, 0
> CS(=O)(=O)N1CCN(c2ccc([N+](=O)[O-])c(Sc3nnnn3-c3ccccc3)c2)CC1
 : -4, -4
> CC(=O)Nc1nc2c(ncn2C(C)=O)c(=O)[nH]1
 : -7, /
> Cc1ccc(C(=O)Nc2ccc(Cl)cc2Cl)o1
 : -3, -8
> COc1ccccc1OCCNC(=O)c1ccccc1I
 : -2, 2
> Cc1cc(N=Cc2ccccc2O)no1
 : /, -5
> COC(=O)Nc1nc2ccc(Br)cc2s1
 : 1, 4
> CCCN(Cc1ccsc1)C(=O)Nc1ccccc1
 : -20, -2
> COc1ccc(OC)c(CN2C(=O)c3ccccc3C2C(=O)NC2CCCC(C)C2C)c1 (stereo not drawn)
 : -4, -7
> O=C(Nc1nc(-c2ccc(F)cc2)cs1)c1ccccc1[N+](=O)[O-]
 : 14, -1
> CCCc1nnc(NC(=O)Nc2ccc(Cl)cc2)s1
 : -1, 3
> Cn1nc2nc(N3CCCC3)nc(-c3cccc(F)c3F)c2c1N
 : 37, 5
> CCOc1ccc(NC23SCC(=O)C2CCc2ccccc23)cc1 (stereo not drawn)
 : /, 11
> Cc1cc(Cl)ccc1OCC(=O)Nc1cccc(F)c1
 : -30, -2
> COc1ccc(CC(=O)N(CCc2cccs2)Cc2ccco2)cc1OC
 : -12, -13
> Cc1ccc(CCNC(=O)CCS(=O)(=O)Cc2ccccc2C)cc1
 : -5, -10
> O=C(NCc1cccnc1-c1ccccc1)C1CCCO1 (stereo not drawn)
 : 7, -14
> CC(C)(C)C1CCc2onc(C(=O)N3CCc4ccccc4C3)c2C1 (stereo not drawn)
 : -24, -3
> CCc1csc(-c2ccc(N3CCN(C(=O)c4ccc(F)c(F)c4)CC3)nc2)n1
 : -7, 1

Reprinted at random: 3 compounds from above, in no set order.
Values in the order – mHTT-CaM PPI inh, Pf apPOL block
> Cc1ccc(CCNC(=O)CCS(=O)(=O)Cc2ccccc2C)cc1
 : -5, -10
> Cc1cc(N=Cc2ccccc2O)no1
 : /, -5
> CC1C(=O)N2CCCc3cc(NC(=O)C(=O)NC4CC4)cc1c32 (stereo not drawn)
 : 1, -8

The listing continues.
canonical_smiles	mHTT-CaM PPI inh	Pf apPOL block
O=c1[nH]c2ccc(Br)cc2c(-c2ccccc2)c1C1=NNC(c2ccco2)C1 (stereo not drawn)	100*	-2
CCNCC(=O)N1c2ccccc2CCc2ccc(NC(C)=O)cc21	-2	-9
Cc1ccc(NC(=O)/C(=C/c2ccc(N(C)C)cc2)NC(=O)c2ccccc2F)cc1F	7	1
O=c1cc(Sc2ccc(Cl)cc2)c2ccccc2o1	/	-10
Cc1ccc(C(=O)N2CCc3sc(C(=O)NCC4CCCO4)cc3C2)cc1 (stereo not drawn)	-4	-8
CCN1CCN(CCNC(=O)c2csc(-c3ccncc3)n2)CC1	-16	-2
CN1C(=O)C2(CCN(S(=O)(=O)c3ccccc3F)C2)c2ccccc21 (stereo not drawn)	0	1
CCNC(=O)c1cc2nc(N(C)C)n(-c3ccccc3)c2s1	1	-2
Cc1nc(-c2ccccc2)sc1C(=O)N1CCC(CC(=O)NC(C)c2ccccc2)CC1 (stereo not drawn)	24	-4
CCN(CC)S(=O)(=O)c1ccc(NC(=O)Cc2ccccc2)cc1	-3	2
Cc1ccc([N+](=O)[O-])cc1NC(=O)CCCOc1ccc(Cl)cc1	-5	-4
CCOCC(=O)N1CCN(c2nccn2CC)CC1	-15	-5
CCCC(C)C(=O)Nc1ccc(Br)cc1 (stereo not drawn)	-14	-4
CC(C)c1ccc(NC(=O)c2ccc3c(c2)OCCO3)cc1	-8	-17
CCN(C(=O)C(C)Oc1ccccc1)c1ccccc1C (stereo not drawn)	-3	-13
COc1ccc(OC)c(N=Cc2c(C)[nH]n(-c3ccccc3)c2=O)c1	67*	0
CCCN1CCn2cc(C(=O)NCc3cc(F)ccc3F)nc2C1	22	-5
CC(C)N1CCC(CC(=O)N(C)CC2(C)CCOCC2)CC1	-5	-2
COc1ccc(NC(=O)C(C)c2ccc(CC(C)C)cc2)cc1 (stereo not drawn)	/	4&5
COc1cccc(OCCCOc2ccc([N+](=O)[O-])cc2)c1	-25	0
O=C(NC1CCCCC1)c1ccccc1Br	3	-6
CCOC(=O)c1c(NC(=O)c2ccco2)sc(C(=O)Nc2ccccc2C)c1C	-6	-2
CN(C)CC1CN(C(=O)c2ccc3ncccc3c2)CC12CCOCC2 (stereo not drawn)	-7	-8
CCCCN1CC(COCc2ccccc2)Oc2cccc(Oc3ccccc3)c2S1(=O)=O (stereo not drawn)	-14	2
COc1ccc2nc(NC(=O)c3cccc([N+](=O)[O-])c3C)sc2c1	2	-3
O=S(=O)(c1ccc(OC(F)(F)F)cc1)N1CCN(c2nsc3ccccc23)CC1	-16	/
Cc1cc(NC(=O)c2cc(C(C)(C)C)oc2C)nc(C)n1	/	-6
CNC(=O)N1CCCC(c2cccc(C(=O)NCc3cccc(Br)c3)c2)C1 (stereo not drawn)	11	-4
COc1ccc(C(=O)c2ccccc2)c(OCC(=O)N(C)C)c1	-3	0
COc1ccccc1-c1cc(C(F)(F)F)nc(NCc2cccnc2)n1	-3	-4

One compound at a time, from the list above. Values in the order: mHTT-CaM PPI inh, Pf apPOL block
`COc1ccc2nc(NC(=O)c3cccc([N+](=O)[O-])c3C)sc2c1` as listed: 2, -3
`CC(C)N1CCC(CC(=O)N(C)CC2(C)CCOCC2)CC1` as listed: -5, -2

Next part:
canonical_smiles	mHTT-CaM PPI inh	Pf apPOL block
CCOc1ccc(-c2nc3cc(N=Cc4cccc(OC)c4O)ccc3o2)cc1	1	-1
CCC(C)NC(=O)C1CCN(c2cccc(OC)c2)C1=O (stereo not drawn)	-3	2
CC(C)C(C)NC(=O)Cc1noc(-c2ccccc2Cl)n1 (stereo not drawn)	1	-2
Cc1cc(C)cc(C(=O)N2CC3CC(NS(C)(=O)=O)C2C3)c1 (stereo not drawn)	-1	-4
O=[N+]([O-])c1ccccc1S(=O)(=O)Nc1ccc(S(=O)(=O)Nc2ccccc2)cc1	5	-5
Cc1ccc(C)c(OCc2nc(-c3cccnc3)no2)c1	-8	-15
CCCn1cc(SCC(=O)Nc2ccc(C)cc2C)c2ccccc21	-2	-5
COc1ccccc1CNCc1ccc([N+](=O)[O-])cc1	0	-10
CCNC(=O)c1cn2ccnc(-c3ccc(F)cc3)c2n1	-7	2
Cc1ccccc1NC(=O)C1CCc2nc(N3CCN(C(=O)C(C)C)CC3)sc2C1 (stereo not drawn)	0	-5
CCn1c2ccccc2c2cnc(N=CN(C)C)c(C#N)c21	11	-12
O=c1[nH]c2ccc(S(=O)(=O)NC3CCCC3)cc2[nH]1	-2	2
Cc1ccc(NC(=O)NCC2CCN(Cc3ccccc3F)CC2)cc1	4	-1
O=C(O)CCC1(c2ccccc2)NC(=O)N(CC(=O)NC2CCCC2)C1=O (stereo not drawn)	-12	-9
COc1cc(C2CC(=O)C3=C(C2)Nc2ccccc2NC3c2ccc(F)cc2)cc(OC)c1OC (stereo not drawn)	38	6
COc1cc([N+](=O)[O-])cc(CN2CCCCC2c2cccnc2)c1O (stereo not drawn)	6	1
Cn1c(=O)c(NCCc2c[nH]c3ccccc23)nc2ccncc21	100*	4
C#Cc1cccc(NC(=O)c2sc3nc(C)c(N=Nc4cc(Cl)cc(Cl)c4)c(C)c3c2N)c1	/	24
Cc1cc(C)n2nc(CC(=O)NC3CCCCCCC3)nc2n1	31	-10
CC(C)NC(=O)c1csc(COc2cccc(C(F)(F)F)c2)n1	14	-3
CCOCCCn1c(=N)c(S(=O)(=O)c2ccccc2)cc2c(=O)n3ccccc3nc21	11	-16
O=c1c(-c2ccc(O)cc2)c(C(F)(F)F)oc2cc(O)ccc12	2	0
COc1ccc(CNC(=O)c2ncn[nH]2)cc1	87*	-6
C1CCCC(NCCCN2CCOCC2)CC1	3	2
CCCCNC(=O)C1c2ccccc2C(=O)N(CCOC)C1c1ccc(F)cc1 (stereo not drawn)	-1	1
Cc1cc(Nc2ccccc2)n(-c2ccccc2)n1	7	-4
CCN(CC)C(=O)Cn1c(=O)n(Cc2ccccc2Cl)c2c1c(=O)n(C)c(=O)n2C	6	-4
Cc1csc(SCc2cc(=O)c(OC(=O)c3cccc([N+](=O)[O-])c3)co2)n1	2	13
Cc1ccccc1C(=O)Nc1ccc(NC(=O)C(C)C)cc1	5	-2
O=C(Cc1ccccc1Cl)N1CCC2(C1)C(=O)Nc1ccccc12 (stereo not drawn)	1	-6

Grouped by structure, those above with a tert-butyl group (two)
canonical_smiles	mHTT-CaM PPI inh	Pf apPOL block
CC(C)(C)C1CCc2onc(C(=O)N3CCc4ccccc4C3)c2C1 (stereo not drawn)	-24	-3
Cc1cc(NC(=O)c2cc(C(C)(C)C)oc2C)nc(C)n1	/	-6

(next part)
canonical_smiles	mHTT-CaM PPI inh	Pf apPOL block
CC1(C)OCC2(CO1)CN(C(=O)CC1CCCC1)C2	-2	-2
O=C1c2ccccc2C(=O)c2c1oc1c3c(ccc21)OCN(Cc1ccccc1)C3	11	14
CCOC(=O)C(C#N)=Cc1ccsc1	/	-12
O=C1CSC(c2ccccc2F)N1c1ccccc1F (stereo not drawn)	0	-3
O=C(Nc1ccccc1I)c1cccs1	-10	0
O=C(c1ccco1)N1CCCC1c1ccccc1F (stereo not drawn)	-5	0
